Rab9 prom act – activators of Rab9 promoter. Huh7 Rab9 promoter-luciferase reporter, luminescence, 24 h. Potency, µM (series often up to 9.22 µM), for the others: at the highest dose activation, negative = inhibition, hits mostly activators. 2.8% of 320,000 active. AID 485297; also: potency is read from the fitted curve at half-maximal effect; % of control where 0% means no effect; nearly all actives have a fitted effect of over 60% in size
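Cell-based reporter: Huh7 stable for Rab9 promoter-driven luciferase, plated in reduced-serum medium with 10% FBS at 1500 cells/well, compound-treated 24 h at 37 °C, luminescence read after 10 min reagent.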
RORg inh – blocks mouse ROR gamma transcriptional activity; AID 2551; 5.4% of 310,000 active; P51450; Drosophila S2 Gal4-RORgamma UAS-luciferase reporter, 20 h; Potency, µM (series often up to 53.6 µM), inactives show at the top dose activity change, negative = inhibition, hits mostly inhibitors; also: potency is read from the fitted curve at half-maximal effect; % is scaled to controls: 0 for no effect and ±100 for the full control effect; nearly all actives have a fitted effect of over 60% in size
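In this cell-based reporter format, copper sulfate (700 uM final) drives Gal4–ROR gamma fusion expression from a metallothionein promoter in Drosophila Schneider cells; compounds preincubated 1 hr, reporter read after 20 hr at ambient temperature.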
FLuc counter – counter-screen for miR-21 project: firefly luciferase inhibitors or activators; purified FLuc, Km substrates, luminescence inhibition; Potency, µM (top dose mostly 57.5 µM), inactives show at the top dose activity change, negative = inhibition, hits mostly inhibitors; 6.9% of 360,000 active;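 also: potency is read from the fitted curve at half-maximal effect; plate controls were vehicle for no effect and reference inhibitor for full effect; nearly all actives have a fitted effect of over 55% in size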
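Biochemical qHTS of compounds, final roughly 60 µM downward over six points, against 10 nM purified firefly luciferase using Km concentrations of substrates (10 uM D-luciferin, 10 uM ATP) in Tris acetate pH 7.5 buffer; luminescence output.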
BRCA1 expr up – activators of BRCA1 expression | AID 624202 | 1.1% of 380,000 active | Potency, µM (titrated, usually from 46.1 µM), inactives show at the highest dose activation, usual class: activators | MCF7-BRCA1-FFLuc reporter, luminescence, 48 h; response scale: scaled: vehicle 0%, 10 µM genistein 100%; also: potency is read from the fitted curve at half-maximal effect; nearly all actives have a fitted effect of over 80% in size; some results filed as inactive show a strong effect at the top dose
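48 h compound treatment of MCF7-BRCA1-FFLuc cells (phenol-red free MEM, 37 °C), then 15 min with luciferase substrate and luminescence imaging.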
ELG1 repair inh – ELG1-dependent DNA repair inhibition; HEK293T ELG1-luciferase reporter, luminescence, 16 h; DNA damage induced by 5-fluorouridine; Potency, µM (series often up to 46.1 µM), inactives show top-dose activity change, negative = inhibition, hits mostly inhibitors; 2.3% of 330,000 active; AID 504467; also: potency is read from the fitted curve at half-maximal effect; % is scaled to controls: 0 for no effect and ±100 for the full control effect; nearly all actives have a fitted effect of over 55% in size
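Luminescence from the luciferase reporter, measured 30 min after ONE-Glo reagent at room temperature, was the read-out. Beforehand, 2,000 cells per well were exposed for 16 hr at 37 °C to 5-fluorouridine together with compound or vehicle.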
Gal4-VP16 FLuc – inhibits Gal4-VP16 luciferase reporter, ROR gamma counter-screen. Drosophila S2 Gal4-VP16 UAS-luciferase, luminescence, 20 h. Potency, µM (top dose mostly 53.6 µM), inactives show top-dose activity, negative = inhibition, actives largely listed as inhibitors. 3.5% of 310,000 active;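 also: Gal4-VP16 expression switched on by copper sulfate through the metallothionein promoter; potency is read from the fitted curve at half-maximal effect; % is scaled to controls: 0 for no effect and ±100 for the full control effect; nearly all actives have a fitted effect of over 50% in size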
ELG1 genotox – inducers of genotoxicity in HEK293T ELG1-luciferase cells | HEK293T ELG1-luciferase reporter, luminescence, 16 h | 1.3% of 330,000 active | Potency, µM (titrated, usually from 46 µM), without a hit: at the highest dose activity change, positive = activation, usual class: activators; also: potency is read from the fitted curve at half-maximal effect; % of control where 0% means no effect; nearly all actives have a fitted effect of over 60% in size
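Screening used a luciferase reporter fused to human ELG1 in HEK293T cells. Luminescence was read on a CCD plate imager after 16 hr exposure and 30 min ONE-Glo incubation.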
Tb PFK block – T. brucei PFK enzyme inhibition; T. brucei PFK, ADP-Glo luminescence; 0.17% of 330,000 active; O15648; Potency, µM (highest dose often 57.5 µM), for inactives: top-dose activity, negative = inhibition, most hits filed as inhibitors;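 also: potency is read from the fitted curve at half-maximal effect; 0% = uninhibited 1x PFK enzyme wells and -100% = no-enzyme wells; nearly all actives have a fitted effect of over 60% in size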
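PFK 1.25 nM, F6P 0.5 mM, ATP 0.1 mM, 0.1 M TEA pH 8.0, 5 mM MgCl2, 0.01% Tween20, 0.1% BSA; 45 min RT. ADP-Glo readout. qHTS titration up to 57 uM; curves fitted, compounds curve-classed.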
p53 reactivation – mutant p53 re-activation in reporter cells; H1299 p53-A138V BP100-luciferase reporter, luminescence, 24 h; Potency, µM (highest dose often 92.2 µM), without a hit: at the highest dose activity change, positive = activation, most hits filed as activators; 0.063% of 320,000 active; AID 504706; also: potency is read from the fitted curve at half-maximal effect; % of control where 0% means no effect; nearly all actives have a fitted effect of over 45% in size
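p53-null H1299 cells stably carrying temperature-sensitive p53-A138V and a BP100-luciferase reporter were pinned with compounds (4-point, 1:5 series) and held 24 hrs at 37 deg C. Luminescence was read 10 min after detection reagent.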
NPC1 promoter act – activators of NPC1 promoter | Huh7 NPC1 promoter luciferase reporter, 24 h | Potency, µM (series often up to 9.22 µM), for inactives: at the highest dose activation, actives largely listed as activators | 2.4% of 320,000 active | AID 485313;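 also: potency is read from the fitted curve at half-maximal effect; % of control where 0% means no effect; nearly all actives have a fitted effect of over 60% in size; reporter is driven by a mutant NPC1 promoter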
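Luciferase expression driven by the NPC1 promoter was measured in stably transfected Huh7 cells after a 24 h compound incubation, using a luciferase reagent and a luminescence read.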
TRPV1 ag – activates the human vanilloid receptor TRPV1. TRPV1-expressing cells, Fluo-8 calcium influx, agonist mode. activation, % at 8.33 µM. 0.19% of 320,000 active. AID 540275; in the data active = activation above about 80%; inconclusive = between about 30% and that limit; also: 0% is about no effect
Target sequence (Q8NER1 whole entry, looked up): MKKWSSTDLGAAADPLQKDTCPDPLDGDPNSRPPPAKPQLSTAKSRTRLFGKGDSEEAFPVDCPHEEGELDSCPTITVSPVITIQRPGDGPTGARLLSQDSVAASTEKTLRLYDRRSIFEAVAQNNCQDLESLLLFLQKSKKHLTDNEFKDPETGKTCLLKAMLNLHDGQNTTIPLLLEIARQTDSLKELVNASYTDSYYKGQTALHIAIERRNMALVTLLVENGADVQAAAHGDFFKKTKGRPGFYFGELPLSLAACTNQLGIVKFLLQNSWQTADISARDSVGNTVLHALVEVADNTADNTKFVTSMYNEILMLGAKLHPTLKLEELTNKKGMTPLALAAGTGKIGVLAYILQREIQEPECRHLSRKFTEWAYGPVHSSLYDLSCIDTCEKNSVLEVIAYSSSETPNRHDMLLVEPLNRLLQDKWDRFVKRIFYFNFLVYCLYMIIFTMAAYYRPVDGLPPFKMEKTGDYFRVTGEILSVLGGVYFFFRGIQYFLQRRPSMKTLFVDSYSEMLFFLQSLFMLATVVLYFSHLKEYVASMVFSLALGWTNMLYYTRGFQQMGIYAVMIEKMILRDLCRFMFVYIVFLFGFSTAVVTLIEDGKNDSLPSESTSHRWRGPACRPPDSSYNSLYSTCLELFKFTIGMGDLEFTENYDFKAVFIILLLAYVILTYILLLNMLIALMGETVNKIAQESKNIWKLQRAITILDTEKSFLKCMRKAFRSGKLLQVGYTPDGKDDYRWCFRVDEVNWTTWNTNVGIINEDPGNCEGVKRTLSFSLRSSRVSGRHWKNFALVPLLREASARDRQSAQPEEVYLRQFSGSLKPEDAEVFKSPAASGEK
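Cells expressing TRPV1 were dye-loaded with Fluo-8 and read kinetically: 10 s baseline, 3 min after compound (agonist portion), then 2 min after EC20 capsaicin (allosteric enhancer portion). Calcium-bound dye fluorescence at 480/520 nm.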
Active calls of the source: *; ? = inconclusive; . = no result given; & = joins results of further samples; [ ] = dose if it differs, or a comment. Unless noted, calls follow the shape of the dose curve; as a rule, active = well fitted curve in the direction sought with a large enough effect; inconclusive = small, poorly fitted or top-dose-only effect, or another doubt; inactive = no such curve, though single readings can be large; an effect the other way counts as inactive or inconclusive.

Under each structure: Rab9 prom act	RORg inh	FLuc counter	BRCA1 expr up	ELG1 repair inh	Gal4-VP16 FLuc	ELG1 genotox	Tb PFK block	p53 reactivation	NPC1 promoter act	TRPV1 ag
1. COc1ccc(NC(=O)CN2CCN(c3ccccc3Cl)CC2)cc1
    0%	23%	-2%	1%	-20%	3%	-3%	0%	-8%	-4%	15
2. Cn1nnc(NC(=O)c2cccs2)n1
    -1%	31%	1%	1%	8%	5%	0%	1%	-2%	1%	0
3. CC(C)(C)C(=O)CN1C(=O)NC2(CCCc3ccccc32)C1=O (centres undefined)
    1%	25%	0%	-3%	18%	3%	0%	-8%	-2%	-1%	-2
4. COc1ccccc1C(=O)NCC(=O)NCc1cc(=O)n(C)c(=O)n1C
    0%	-11%	0%	16%	9%	4%	3%	1%	-5%	-4%	-1
5. CC1CCCCN1CCCNC(=O)Cn1ncc2c([nH]c3ccccc32)c1=O (centres undefined)
    -2%	-13%	4%&-1%	26%	14%	-8%	1%	2%	6%	0%	-3
6. Nn1cnnc1SC1CCCCC1NS(=O)(=O)c1ccccc1 (centres undefined)
    -8%	-16%	-2%	-6%	-8%	8.9µM*	-1%	1%	30%	0%	-2
7. Cn1c(=O)c2c(ncn2CC(O)CNc2cccc(Cl)c2)n(C)c1=O (centres undefined)
    -9%	?	5%	-32%	?	-24%	-11%	1%	0%	-5%	3
8. CCCNC(=O)CS(=O)(=O)Cc1nc(-c2cccc(OC)c2)oc1C
    2%	-21%	3%	-8%	-14%	-2%	2%	4%	-4%	-3%	-1
9. O=C(NC1(C(F)(F)F)NC(=O)N(Cc2ccco2)C1=O)c1cccnc1 (centres undefined)
    0%	23%	9%	0%	11%	2%	-3%	-3%	3%	-1%	-1
10. COc1ccccc1N(C(=O)Cn1nnc(-c2ccc(C)o2)n1)C(C(=O)NC1CCCC1)c1ccncc1 (centres undefined)
    -2%	5%	1%	-16%	17%	3%	12%	-2%	-5%	-6%	1
11. COc1cc(/C=C2/C(=O)CNC2=O)ccc1O
    -6%	5%	2%	3%	-20%	1%	13%	?	-2%	-1%	-7
12. Cn1c(SCC(=O)NC(c2ccccc2)c2ccccc2)nnc1-c1cccs1
    -3%	24%	4%	16%	6%	-1%	7%	-4%	-5%	0%	3
13. C=CCn1c(C)cc(C2=NNC(=NCC)SC2)c1C
    -39%[inhibitor]	0.56µM*	0.15µM*	?	?	1µM*	-19%	-18%	-19%	-28%	0
14. O=C(O)C1C2C=CC(C2)C1C(=O)OCc1ccccc1 (centres undefined)
    -6%	1%	4%	-4%	0%	-1%	1%	-7%	-7%	-5%	1
15. COc1ccc([N+](=O)[O-])cc1NC(=S)NC(C)=O
    -3%	-9%	1%	-11%	-2%	2%	0%	4%	1%	0%	1

A few values from the list.
BRCA1 expr up result of `O=C(NC1(C(F)(F)F)NC(=O)N(Cc2ccco2)C1=O)c1cccnc1` (centres undefined) : 0%
Gal4-VP16 FLuc result of `CC(C)(C)C(=O)CN1C(=O)NC2(CCCc3ccccc32)C1=O` (centres undefined) : 3%

The list continues.
Under each structure: Rab9 prom act	RORg inh	FLuc counter	BRCA1 expr up	ELG1 repair inh	Gal4-VP16 FLuc	ELG1 genotox	Tb PFK block	p53 reactivation	NPC1 promoter act	TRPV1 ag
16. CCCN(c1ccccc1C(=O)O)S(=O)(=O)c1ccc2c(c1)n(C)c(=O)n2C
    -2%	4%	-3%	11%	12%	0%	0%	7%	10%	0%	-4
17. Cc1c(C)c2ccc(OC(C)C(=O)NCc3ccccn3)cc2oc1=O (centres undefined)
    0%	3%	1%	-13%	28%	22%	12%	-2%	1%	-1%	2
18. Cc1cccc2c(CCNC(=O)c3ccc([N+](=O)[O-])cc3)c[nH]c12
    0%	23%	-12%	-16%	?	?	-2%	0%	-6%	-2%	2
19. O=C1CCN(Cc2ccccc2)S(=O)(=O)c2ccc(C(F)(F)F)cc21
    -8%	.	5%	-20%	1%	.	-1%	-7%	9%	-2%	1
20. O=C(Nc1ccccc1N1CCN(C(=O)c2ccccc2)CC1)c1ccc([N+](=O)[O-])o1
    -1%	5.6µM*	-2%	-82%	?	?	1%	1%	-14%	-5%	10
21. COc1ccc2ccccc2c1CN1CCCC(CO)C1 (centres undefined)
    1%	-8%	0%	7%	8%	-7%	-2%	-8%	2%	10%	1
22. CCN(CC)C(=O)COCc1cc(-c2ccc3c(c2)OCO3)on1
    13%	30%	?	47%	?	-4%	6%	5%	26%	14%	-3
23. O=[N+]([O-])c1ccc(NC(=S)N2CCCC2)cc1
    0%	-27%	-14%	0%	6%	19%	7%	2%	-38%[inhibitor]	12%	0
24. O=C(Cc1cccs1)NCc1ccc(Cl)cc1Cl
    2.8µM*	32%	15µM*	4µM*	?	-8%	?	-3%	.	3.2µM*	?
25. O=C(Cc1ccccc1)NNC(=O)C1CCCC1
    -4%	3%	0%	4%	14%	12%	5%	-5%	0%	0%	0
26. O=c1[nH]sc2ccccc12
    0%	0.4µM*	?	32%	17%	3.5µM*	3%	19µM*	-16%	-17%	4
27. COc1ccc(C(=O)N2CCN(c3nc(C4CC4)nc4sc(C)c(C)c34)CC2)cc1
    2%	?	-2%	-46%	?	6%	-4%	6%	-7%	-6%	?
28. CNC(=O)CSc1nc2ccccc2c(=O)n1-c1cc(OC)ccc1OC
    -1%	-38%	0%	0%	?	4%	?	-3%	-3%	0%	2
29. O=C1/C(=C/c2ccccn2)SC(=S)N1c1ccc(O)cc1
    14%	24%	?	-15%	40%	-18%	9%	0%	13%	1%	-5
30. N#Cc1c(-c2ccccc2)nc(-c2cccnc2)[nH]c1=O
    -5%[1.84 µM]	1%	3%	-18%	14%	-24%	-1%	2%	2%	-3%	-2
31. CC1CCCC(C)N1CCCNC(=O)Cn1ncc2c3ccccc3n(C)c2c1=O (centres undefined)
    0%	-16%	1%	17%	17%	-3%	0%	1%	4%	-2%	-1
32. COc1ccc(CN2CCN(C(=O)Cn3nc(C(=O)O)c4ccccc4c3=O)CC2)cc1F
    -2%	9%	1%	-21%	0%	2%	-4%	-3%	2%	-5%	2
33. Cc1nc([N+](=O)[O-])c(C(=O)OCc2ccccc2Br)n1C
    4%	?	-3%	35%	-13%	-14%	0%	0%	11%	2%	9
34. CCOc1ccccc1CNC(=O)CN1C(=O)CSc2ccc(S(=O)(=O)N3CCOCC3)cc21
    0%	-8%	0%&-6%	1%	-6%	-8%	0%	-7%	-3%	-4%	2
35. O=S(CC1CC1(Cl)Cl)CC1CC1(Cl)Cl (centres undefined)
    0%	39%	13%	0%	7%	1%	3%	-2%	-3%	-3%	1
36. O=C(CC(c1ccccc1)c1ccccc1O)NCc1ccco1 (centres undefined)
    -6%	-1%	0%	-24%	-26%	-9%	-4%	-8%	-17%	-4%	6
37. O=S(=O)(c1ccc2c(c1)OCCO2)N(Cc1ccc(F)cc1)Cc1nnc(-c2cccs2)o1
    -8%	?	2%	6%	?	-5%	-11%	5%	-2%	4%	4
38. O=C(Nn1cnnc1)c1cc2cc(Br)ccc2oc1=O
    -2%	7%	5%	5%	1%	-7%	1%	4%	1%	-4%	0
39. Cc1nc2nc3c(c(=O)n2[nH]1)CCCC3
    0%	14%	-2%	6%	7%	3%	2%	-9%	3%	1%	-2
40. Cc1csc(NC(=O)C2CCN(S(=O)(=O)c3cccs3)CC2)n1
    1%	?	-2%	-1%	?	-6%	-10%	-1%	3%	-7%	7
41. CCOc1cc(/C=C2/C(=O)ON=C2C)cc(Br)c1O
    -10%	?	21µM*	-4%	9%	?	2%	-4%	-5%	-6%	-2
42. CN(C)CCn1c(C(=O)Nc2ccccc2)cc2ccccc21
    -1%	7%	2%	-28%	8%	-3%	-5%	8%	6%	2%	?
43. Cc1ccc2sc(N(CCN(C)C)C(=O)/C=C/c3cccs3)nc2c1C
    2%	-31%	2%	18%	-2%	-24%	-4%	-6%	10%	-2%	4
44. CCN(CC)C(=O)CSc1nnc(CCCCCNC(=O)OC(C)(C)C)o1
    2%	3%	-12%	-1%	-6%	5%	2%	-1%	2%	1%	6
45. Cc1cc(C(=O)Nc2c(C)n(C)n(-c3ccccc3)c2=O)c2ccccc2n1
    0%	-16%	2%	-5%	-16%	-4%	3%	6%[0.46 µM]	3%	2%	-1
46. COc1ccc(-n2ncc3c(N4CCCc5ccccc54)ncnc32)cc1
    0.79µM*	?	1.3µM*	?	?	4%	1.2µM*	7%	?	0.5µM*	2
47. CCn1c(NCc2ccccn2)nc2c1c(=O)n(C)c(=O)n2C
    0%	0%	-1%	0%	-16%	-15%	-3%	0%	1%	-1%	1

Compounds as they come; overall some 15% were active at least once.
